ASAP1 GAP inh: inhibitors of human ASAP1 ArfGAP activity, primary screen, biochemical, fluorescence polarization | AID 624377, 2012 | inhibition, % at 16.5 µM | ASAP1-stimulated ARF1 GTP hydrolysis, GDP FP detection | actives 0.19% (n = 360,000) | Arf-GAP with SH3 domain, ANK repeat and PH domain-containing protein 1 (Homo sapiens), …; in the data active means inhibition above about 25%;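 further: 0% = vehicle with enzyme and substrate and 100% = no enzyme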
DDE Tn7 FP inh: inhibitors of Tn7 peptide binding to fibrin DD(E), primary screen, biochemical, fluorescence polarization, human fibrin, Tn7 probe | inhibition, % at 8.3 µM | AID 720508, 2013 | FP displacement of FITC-Tn7 peptide from fibrin DD(E); 0% = median of compound wells per plate | actives 0.13% (n = 370,000);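 active means inhibition above the mean of compounds falling within the control limits plus 3 SD of them, cut at about 14% in these data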;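 further: 0% = plate median of compound wells and 100% = 10 µM Aha-Tn7 peptide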
Target sequence (P02675 whole entry, looked up): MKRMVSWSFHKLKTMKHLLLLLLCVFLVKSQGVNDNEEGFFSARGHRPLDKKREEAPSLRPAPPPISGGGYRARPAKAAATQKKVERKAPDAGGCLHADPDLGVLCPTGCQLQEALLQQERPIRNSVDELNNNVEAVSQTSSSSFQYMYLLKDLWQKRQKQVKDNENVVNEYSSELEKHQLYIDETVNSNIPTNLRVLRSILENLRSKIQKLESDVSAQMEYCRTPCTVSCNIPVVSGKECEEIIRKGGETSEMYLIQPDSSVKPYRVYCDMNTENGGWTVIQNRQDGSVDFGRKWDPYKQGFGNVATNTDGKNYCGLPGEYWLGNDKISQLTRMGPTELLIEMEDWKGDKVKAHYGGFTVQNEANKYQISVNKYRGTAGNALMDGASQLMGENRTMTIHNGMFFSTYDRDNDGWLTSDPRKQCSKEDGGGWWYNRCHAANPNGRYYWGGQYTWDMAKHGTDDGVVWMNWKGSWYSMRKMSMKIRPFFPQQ
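Also added: labelled Tn7 tracer, 0.1 µM; Assay system: human fibrin DD(E) protein; Amount: 2 µM fibrin DD(E); Schedule: 10 min compound pre-incubation, 3 h probe incubation at room temperature; Repeats: one replicate per compound; Read-out basis: percent inhibition; Measured by: fluorescence polarization of the labelled Tn7 tracer.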
sPLA2-III inh: human group III sPLA2 inhibitors, primary screen, biochemical, QFRET, BODIPY PC-A2 liposome substrate; actives 0.56% (n = 370,000); AID 743126, 2013; QFRET BODIPY PC-A2 liposome hydrolysis, fluorescence; Group 3 secretory phospholipase A2 (Homo sapiens), Q9NZ20; inhibition, % at 12.2 µM;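 active means inhibition above mean plus 3 SD of compounds lying within the high and low control bounds, cut at about 19% in these data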;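 further: 0% = median of test compound wells and 100% = no enzyme DMSO wells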
DDE Tn6 FP inh: inhibitors of Tn6 peptide binding to fibrin DD(E), primary screen, biochemical, fluorescence polarization, human fibrin, Tn6 probe. Fibrin DD(E) TRITC-Tn6 fluorescence polarization displacement. Fibrinogen beta chain (Homo sapiens), P02675. AID 720509, 2013. inhibition, % at 8.3 µM. actives 0.21% (n = 370,000);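 active means inhibition above a per-campaign cutoff: mean of compounds within control limits plus 3 SD, cut at about 15% in these data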;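 further: 0% = median of all compound wells on the plate and 100% = blocking peptide control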
NR1D1 modulator: modulators of Rev-erb alpha DNA binding, primary screen, biochemical, FITC-DNA, fluorescence polarization, uHTS. Nuclear receptor subfamily 1 group D member 1 (Homo sapiens), P20393. Rev-erbα–FITC-DNA binding, 90 min. activity, % at 10 µM. actives 0.79% (n = 370,000);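 active means activity above about 14%, limit read from the data; passing the limit was not always enough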;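 further: 0% = DMSO wells with 35 nM protein and 100% = DMSO wells with 750 nM protein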
proKLK7 act: proKLK7 zymogen activators, primary screen, biochemical, fluorescence intensity; Kallikrein-7 (Homo sapiens), P49862; AID 652039, 2013; purified proKLK7, EDANS-DABCYL substrate fluorescence; 100% is mature enzyme control, 0% vehicle; activation, % at 7 µM; actives 0.9% (n = 370,000);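 active means activation above the mean of all tested compounds plus 3 SD, computed per campaign excluding outliers beyond control limits, cut at about 13% in these data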
Target sequence (P49862 whole entry, looked up): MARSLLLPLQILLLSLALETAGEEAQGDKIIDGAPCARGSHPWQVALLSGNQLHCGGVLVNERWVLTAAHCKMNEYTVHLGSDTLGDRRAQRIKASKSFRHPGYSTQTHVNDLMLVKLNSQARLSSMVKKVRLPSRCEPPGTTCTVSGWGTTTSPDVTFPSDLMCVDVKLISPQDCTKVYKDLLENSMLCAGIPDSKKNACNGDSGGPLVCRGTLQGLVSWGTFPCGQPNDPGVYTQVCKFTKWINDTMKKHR
ARFGAP1 inh: inhibitors of rat ARFGAP1 GAP activity, primary screen, biochemical, fluorescence polarization, GDP tracer; AID 651572, 2012; Arfgap1-stimulated ARF1 GTP hydrolysis, GDP FP detection; inhibition, % at 16.5 µM; actives 0.26% (n = 360,000);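 active means inhibition above a per-plate limit, mean inhibition of low control wells plus 3 SD, cut at about 25% in these data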;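 further: 0% = DMSO wells with enzyme and 100% = wells lacking Arfgap1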
Target sequence (Q62848 1-136 limits assumed): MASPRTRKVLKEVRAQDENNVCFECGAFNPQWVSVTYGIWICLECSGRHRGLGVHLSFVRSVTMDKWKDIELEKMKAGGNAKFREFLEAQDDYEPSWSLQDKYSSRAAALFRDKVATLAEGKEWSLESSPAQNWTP
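Repeats: one replicate per compound; assay system: rat Arfgap1 catalytic domain, aa 1-136; times: enzyme reaction 120 min at 25 °C after 20 min preincubation; detection: FP of antibody-bound GDP Alexa 633 tracer, ex 620/em 688 nm; benchmarks: high control wells lacking Arfgap1, low control full reaction with DMSO; reagent: human ARF1(Δ1-17)-GTP substrate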
PLC-gamma1 inh: PLC-gamma1 enzyme inhibitors, primary screen, biochemical, fluorescence, purified enzyme; 1-phosphatidylinositol 4,5-bisphosphate phosphodiesterase gamma-1 (Homo sapiens), P19174; fluorogenic substrate; inhibition, % at 12.2 µM; actives 0.84% (n = 370,000); in the data active means inhibition above about 9.5%
PLC-beta3 inh: human PLC-beta3 inhibitors, primary screen, biochemical, fluorescence; 1-phosphatidylinositol 4,5-bisphosphate phosphodiesterase beta-3 (Homo sapiens), Q01970; Purified PLC-beta3, fluorogenic substrate; inhibition, % at 12.2 µM; actives 0.18% (n = 370,000); in the data active means inhibition above about 11%;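 further: 0% = median of compound wells on plate and 100% = full blocker control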
UHRF1 MBD2 ctr: UHRF1 methylated DNA binding inhibitors, primary screen, counter-screen for MBD2 inhibitor project, biochemical, TR-FRET, human UHRF1, single concentration; actives 0.75% (n = 370,000); inhibition, % at 4.4 µM; UHRF1 binding to methylated oligo; in the data active means inhibition above about 21%;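 further: UHRF1 SRA domain binding a hemimethylated CpG hairpin DNA probe; 0% = median of test compound wells and 100% = reference inhibitor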
An asterisk follows results filed as active; i = inactive.

Sequence of screens: ASAP1 GAP inh	DDE Tn7 FP inh	sPLA2-III inh	DDE Tn6 FP inh	NR1D1 modulator	proKLK7 act	ARFGAP1 inh	PLC-gamma1 inh	PLC-beta3 inh	UHRF1 MBD2 ctr
1. CC(CC(=O)N1CCN(c2ccccc2)CC1)S(=O)(=O)c1ccc2c(c1)NC(=O)CS2 (stereo unspecified)
  -2	-10	-8	-4	7	-0.2	7	1	-70	2
2. O=C(c1cncc(Br)c1)N1CCN(S(=O)(=O)c2ccccc2C(F)(F)F)CC1
  8	3	0	0	-6	-0.8	-4	-1	-3	0
3. Cc1ccc(S(=O)(=O)N2CCCCC2)cc1NC(=O)COC(=O)C1(C)CC1(Cl)Cl (stereo unspecified)
  -1	0	-4	-1	8	0.3	7	4	0	0
4. O=C(Cc1n[nH]c(=O)c2ccccc12)OCC(=O)c1ccccc1Cl
  -8	4	-14	-3	2	-0.1	-4	1	-8	5
5. CNC(=O)c1ccccc1NC(=O)c1cccc(S(=O)(=O)N2CCCCC2)c1
  -6	-7	1	-1	-2	0.0	15	2	-4	3
6. Cc1noc(C)c1NC(=O)N(C)C[C@H]1OCc2cnnn2CCCC(=O)N([C@H](C)CO)C[C@H]1C
  11	7	3	-2	0	-0.2	6	0	3	2
7. NC(=O)Cc1ccc(C(=O)c2ccc(Cl)cc2Cl)s1
  1	4	3	7	2	-0.4	3	1	0	0
8. CC1=CC(=O)N(c2cccc3c(N4C(=O)C=C(C)C4=O)cccc23)C1=O
  -6	1	9	-4	4	-0.8	-4	0	-5	23*
9. O=C(NC1(C(F)(F)F)NC(=O)N(c2ccccc2)C1=O)c1cccs1 (stereo unspecified)
  -1	-3	9	-2	-3	0.4	17	0	0	2
10. COC(=O)c1ccc(CSc2ccc3nnc(-c4ccc(OC)c(OC)c4)n3n2)o1
  -6	8	-3	1	-5	0.4	-1	1	-8	-4
11. COc1ccc(NC(=O)c2nc[nH]c2C(=O)N[C@@H](CC(C)C)C(=O)OC(C)(C)C)cc1
  13	1	-11	0	4	0.1	5	-1	-37	-1
12. Cc1ccc(C)c(N=C2NC(=O)CS2)c1
  -17	-1	-6	7	4	0.0	-2	4	6	-3
13. Cc1ccc2c(c1)CCCN2CC(=O)Nc1cc(S(=O)(=O)N2CCCC2)ccc1Cl
  3	-1	-6	13	0	-0.4	0	-48	-31	-2
14. COc1ccc(C)cc1NC(=S)N1CCN(c2ccccn2)CC1
  -10	-4	0	-1	0	-0.2	3	1	2	-2
15. COc1cc(C2/C(=C(\O)c3ccc4c(c3)CC(C)O4)C(=O)C(=O)N2CC2CCCO2)cc(OC)c1OC (stereo unspecified)
  -1	2	-2	-5	-3	0.6	18	-1	-2	-2
16. O=C(O)/C=C/c1ccc2c(c1)OCCO2
  4	-13	0	5	7	-0.3	7	2	-5	2
17. Cc1ccc2nc(=O)c(NNc3ccccc3)cnc2c1
  -3	2	-4	-4	2	0.5	-5	-6	-12	2
18. C/C(=N\NC(=O)c1cccc(S(=O)(=O)Nc2cccc(Cl)c2)c1)c1cccs1
  14	2	-5	-5	2	-0.3	8	1	-2	0
19. CCc1nn(CC(=O)N2CC(C)CC(C)C2)c(=O)c2cccn12 (stereo unspecified)
  -2	0	2	4	4	0.1	-6	0	-3	5
20. COc1ccc(C=C2SC(=S)NC2=O)c(OC)c1OC
  -5	3	-1	-10	-2	0.4	1	-4	-1	-3

Full records as entered above:
Results for O=C(O)/C=C/c1ccc2c(c1)OCCO2 → ASAP1 GAP inh = 4; DDE Tn7 FP inh = -13; sPLA2-III inh = 0; DDE Tn6 FP inh = 5; NR1D1 modulator = 7; proKLK7 act = -0.3; ARFGAP1 inh = 7; PLC-gamma1 inh = 2; PLC-beta3 inh = -5; UHRF1 MBD2 ctr = 2
Results for CC(CC(=O)N1CCN(c2ccccc2)CC1)S(=O)(=O)c1ccc2c(c1)NC(=O)CS2 (stereo unspecified) → ASAP1 GAP inh = -2; DDE Tn7 FP inh = -10; sPLA2-III inh = -8; DDE Tn6 FP inh = -4; NR1D1 modulator = 7; proKLK7 act = -0.2; ARFGAP1 inh = 7; PLC-gamma1 inh = 1; PLC-beta3 inh = -70; UHRF1 MBD2 ctr = 2

Further structures:
Sequence of screens: ASAP1 GAP inh	DDE Tn7 FP inh	sPLA2-III inh	DDE Tn6 FP inh	NR1D1 modulator	proKLK7 act	ARFGAP1 inh	PLC-gamma1 inh	PLC-beta3 inh	UHRF1 MBD2 ctr
21. COc1ccc(CCNC(=O)c2ccc([N+](=O)[O-])cc2Cl)cc1OC
  4	4	7	1	-3	0.1	6	-1	-6	19
22. COc1ccc(NC(=O)CN2c3cccc4cccc(c34)S2(=O)=O)cc1OC
  15	0	0	-6	-5	-2.0	4	-44	-62	-4
23. COCCN(Cc1cc2cc3c(cc2nc1Cl)OCO3)C(=O)Nc1ccc(OC)cc1
  -14	-4	-1	-1	23	0.3	-2	0	3	0
24. Cc1ccc(C)c(NC(=O)CN(C)C(=O)c2ccccc2OCc2c(C)noc2C)c1
  -7	0	2	-5	-3	-0.8	9	2	0	-1
25. Cc1cccc(C)c1NC(=O)CNC(=O)CNC(=O)Cc1cccc2ccccc12
  3	-4	-3	-1	-1	0.0	4	-3	-3	-1
26. Cc1ccc(N=C2NC(=O)CC(C(=O)Nc3ccc4c(c3)OCO4)S2)cc1 (stereo unspecified)
  4	5	-15	7	-7	0.4	1	4	-3	0
27. Cc1cc(=O)oc2c3c(cc(OCC(=O)NCc4ccccn4)c12)OC(C)(C)CC3
  -4	7	8	0	6	13	-4	i	i	0
28. CCN(Cc1ccccc1)C(=O)c1ccc(CNS(=O)(=O)c2ccc(C)cc2)cc1
  -8	-2	-15	-2	-3	0.9	-2	4	1	1
29. CCN(CC(=O)NC(C)C)C(=O)[C@H](C)NC(=O)c1ccc(Br)cc1
  7	1	-1	-3	4	-0.1	1	-1	-1	-2
30. Cc1cccc(-n2cc(-c3ccccc3)c3c(=O)[nH]cnc32)c1
  -15	-4	4	-7	1	0.5	-7	0	1	1
31. COC(=O)c1ccc(C)cc1
  -5	-7	2	5	0	0.0	-1	5	3	3
32. COCCOc1cnn(-c2cc(Oc3ccc(C)cc3)ncn2)c(=O)c1Cl
  3	-2	3	-5	-8	-0.2	3	2	2	-1
33. O=S(=O)(Nc1nccs1)c1ccc2c(c1)OCCO2
  -13	3	5	1	3	-0.2	3	2	2	-2
34. Cc1ccc2nc(C)c(Cl)c(=O)n2c1
  -12	-4	4	4	6	1.4	-20	-14	-15	-2
35. O=C(CNC(=O)N1CC(=O)Nc2ccccc21)Nc1ccc(Br)cc1F
  -10	-2	2	-4	-2	-0.5	8	2	-1	1
36. Cc1ccc(C(=O)Nc2ccc(N3CCN(C)CC3)cc2)c(Cl)c1
  4	6	-4	1	4	-0.3	-14	0	-1	1
37. Nc1ccc2c(C(F)(F)F)cc(C(F)(F)F)nc2n1
  3	8	3	3	-4	38*	-8	i	i	-5
38. O=C(NCCc1csc(-c2ccccc2)n1)c1c(F)cccc1F
  -2	2	9	6	-6	0.1	2	-2	1	2
39. CCn1c2ccccc2c2cc(NC(=O)COC(=O)Cc3cn4ccsc4n3)ccc21
  -3	-2	-11	-5	1	0.0	23	-2	-1	7
40. Nc1nc(=O)c2ccccc2s1
  -2	-6	-8	-4	-3	0.2	-6	3	8	-1
41. CC1=[N+]([O-])C(C)(C)C(c2ccc(Br)cc2)=[N+]1[O-]
  -14	-3	-3	0	-4	-0.1	-3	5	5	-1

Some of these compounds in order of heavy-atom count, rising.
Sequence of screens: ASAP1 GAP inh	DDE Tn7 FP inh	sPLA2-III inh	DDE Tn6 FP inh	NR1D1 modulator	proKLK7 act	ARFGAP1 inh	PLC-gamma1 inh	PLC-beta3 inh	UHRF1 MBD2 ctr
40. Nc1nc(=O)c2ccccc2s1
  -2	-6	-8	-4	-3	0.2	-6	3	8	-1
41. CC1=[N+]([O-])C(C)(C)C(c2ccc(Br)cc2)=[N+]1[O-]
  -14	-3	-3	0	-4	-0.1	-3	5	5	-1
33. O=S(=O)(Nc1nccs1)c1ccc2c(c1)OCCO2
  -13	3	5	1	3	-0.2	3	2	2	-2
38. O=C(NCCc1csc(-c2ccccc2)n1)c1c(F)cccc1F
  -2	2	9	6	-6	0.1	2	-2	1	2
21. COc1ccc(CCNC(=O)c2ccc([N+](=O)[O-])cc2Cl)cc1OC
  4	4	7	1	-3	0.1	6	-1	-6	19
35. O=C(CNC(=O)N1CC(=O)Nc2ccccc21)Nc1ccc(Br)cc1F
  -10	-2	2	-4	-2	-0.5	8	2	-1	1
26. Cc1ccc(N=C2NC(=O)CC(C(=O)Nc3ccc4c(c3)OCO4)S2)cc1 (stereo unspecified)
  4	5	-15	7	-7	0.4	1	4	-3	0
27. Cc1cc(=O)oc2c3c(cc(OCC(=O)NCc4ccccn4)c12)OC(C)(C)CC3
  -4	7	8	0	6	13	-4	i	i	0
39. CCn1c2ccccc2c2cc(NC(=O)COC(=O)Cc3cn4ccsc4n3)ccc21
  -3	-2	-11	-5	1	0.0	23	-2	-1	7

Source: PubChem BioAssay
